Screening data (PubChem BioAssay)
XiGFP reactiv: activators of X-chromosome reactivation in mouse fibroblasts; XiGFP mouse fibroblasts, % GFP-positive cells imaging, 3 d; cells co-treated with 5-aza-dC sensitizer; scaled so ellipticine positive control = 100%; activation, % at 7.58 µM; hit rate 0.055% among 360,000; AID 743238;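 active = mean normalized replicate activation at least 10% and every replicate at or above 10%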;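 also: 0% = median of on-plate neutral control wells and 100% = ellipticine 6 µM median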
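Assay system: SV40-immortalized XiGFP fibroblast cells, line 68-5-11; buffer or medium: DMEM plus 5-aza-dC sensitizer; compound: one concentration, pinned; timing: compounds 3 days, fix/stain 15 min at room temperature; benchmarks: positive control ellipticine, 6 µM final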
E-sel inducer: E-selectin induction on HUVECs. P16581. HUVEC E-selectin immunofluorescence imaging; normalized: neutral wells 0, TNF-alpha wells 100. activation, % at 7.58 µM. hit rate 0.37% among 260,000;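 active = mean E-selectin-positive cell signal at least 10% of the positive control, reached in at least 60% of replicates, without over 20% cell loss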;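 also: in these data hits start at about 27%; measured in HUVEC primary endothelial cells; signal is the percent of cells scored E-selectin positive by PE staining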
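Assay system: HUVEC primary endothelial cells. Input: 3,000 HUVEC seeded per well. Doses: one compound dose added by pin transfer. Read-out basis: % PE-positive cells. Benchmarks: TNF-alpha high, DMSO low. Detection: immunofluorescence imaging. Buffer or medium: EGM-2, gelatin.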
S100A4 inh HTS: inhibitors of human S100A4 binding to myosin IIA peptide; hit rate 0.14% among 360,000; S100A4/TAMRA-MyoIIA peptide fluorescence polarization; P26447; AID 652163; inhibition, % at 10.7 µM;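 active = mean inhibition of at least 70% across replicates, with every replicate also reaching that level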
Target sequence (P26447 whole entry, looked up): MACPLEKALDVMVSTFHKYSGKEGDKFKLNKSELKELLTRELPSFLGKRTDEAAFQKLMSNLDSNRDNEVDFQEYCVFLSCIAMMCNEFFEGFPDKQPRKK
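Material: S100A4 monomer (human). Medium: Calcium-containing HEPES buffer, pH 7.2. Probe or stimulus: labelled myosin peptide probe, 5 nM. Compound dosing: one concentration per compound. Timing: polarization read 5 min after assay mix addition, stable 5–60 min. Benchmarks: DMSO as neutral control, TFP as positive control.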
RAD54 branch: RAD54 (human) branch migration inhibition | Q92698 | RAD54 Holliday junction branch migration, FAM/BHQ fluorescence | inhibition, % at 10.4 µM | hit rate 0.14% among 360,000 | AID 602329;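 active = mean normalized replicate activity at least 40 and at least half of replicates scoring 40 or more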;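 also: 0% = median of neutral control wells and 100% = median of positive control wells; inhibitors cause a drop in the FAM fluorescence signal; in these data hits start at about 50%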
RAD52 inh: RAD52 (human) annealing inhibition. hit rate 0.46% among 360,000. recombinant RAD52 DNA annealing, FRET fluorescence. inhibition, % at 18.7 µM;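 active = every replicate showing at least 50% inhibition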
Target sequence (P43351 whole entry, looked up): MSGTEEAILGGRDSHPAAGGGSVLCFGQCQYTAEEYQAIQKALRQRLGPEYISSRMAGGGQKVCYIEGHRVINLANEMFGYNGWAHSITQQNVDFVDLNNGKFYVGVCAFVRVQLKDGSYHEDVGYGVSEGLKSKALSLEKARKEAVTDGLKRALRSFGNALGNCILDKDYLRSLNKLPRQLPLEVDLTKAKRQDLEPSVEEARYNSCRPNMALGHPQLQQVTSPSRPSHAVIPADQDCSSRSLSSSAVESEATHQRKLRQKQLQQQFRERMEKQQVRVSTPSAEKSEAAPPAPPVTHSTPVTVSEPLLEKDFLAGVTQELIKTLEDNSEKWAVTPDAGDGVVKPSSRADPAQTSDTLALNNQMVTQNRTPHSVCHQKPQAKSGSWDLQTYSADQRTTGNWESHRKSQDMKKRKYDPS
ERAP1 HTS inh: inhibitors of human ERAP1 aminopeptidase. Q9NZ08. recombinant ERAP1, Leu-AMC fluorescence, 60 min. inhibition, % at 10.7 µM. hit rate 0.15% among 340,000. AID 652197;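 active = mean replicate inhibition of at least 30%, or all replicates individually reaching that 30% level; inactive = mean below 30% and not every replicate reaching it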;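 also: 0% = neutral control wells and 100% = L-leucinethiol positive control wells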
ERp5 inh: blocks human ERp5 reductase activity on insulin; ERp5 insulin aggregation, absorbance 650 nm, 90 min; inhibition, % at 9.99 µM; hit rate 0.05% among 350,000;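 active = mean replicate inhibition above about 25%, with every replicate also reaching it, limit read from the data, passing the limit was not always enough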
Target sequence (Q15084 whole entry, looked up): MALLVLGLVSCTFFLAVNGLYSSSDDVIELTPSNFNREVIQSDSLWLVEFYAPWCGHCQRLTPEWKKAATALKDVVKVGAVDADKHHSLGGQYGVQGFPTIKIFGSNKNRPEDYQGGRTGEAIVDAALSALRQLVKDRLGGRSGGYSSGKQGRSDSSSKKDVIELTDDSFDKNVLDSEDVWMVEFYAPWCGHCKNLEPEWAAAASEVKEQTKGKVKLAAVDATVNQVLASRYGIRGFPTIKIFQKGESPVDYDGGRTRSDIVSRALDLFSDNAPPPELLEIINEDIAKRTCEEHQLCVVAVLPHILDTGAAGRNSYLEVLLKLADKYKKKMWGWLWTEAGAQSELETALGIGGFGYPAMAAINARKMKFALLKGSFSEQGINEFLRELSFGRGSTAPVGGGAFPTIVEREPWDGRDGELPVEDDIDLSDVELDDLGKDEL
esBAF inh: blocks esBAF chromatin remodeling in mouse ES cells. Bmi1-luciferase knock-in reporter, 24 h; 100% = twice the neutral-well signal. reporter increase, % at 12.5 µM. hit rate 2% among 350,000; in the data active = activation above about 40%;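 also: 0% = median of the plate's neutral control wells and 100% = double that signal; a rise in the Bmi1 reporter signal indicates esBAF inhibition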
* marks the source's active call; other numbers are inactive results; i = inactive; x = not tested or not shown; & = joins results of further samples.

SMILES	XiGFP reactiv	E-sel inducer	S100A4 inh HTS	RAD54 branch	RAD52 inh	ERAP1 HTS inh	ERp5 inh	esBAF inh
COc1ccccc1NC(=O)CNC(=O)Cn1cnc2sc(C)c(C)c2c1=O	0.0	x	-3	-10	-17	0	0	-9
O=C(/C=C1\NC2(CCCC2)Cc2ccccc21)C(=O)N/N=C/c1ccc(O)c(O)c1	0.1	1.6	-4	x	-20	2	10	x
CCS(=O)(=O)Nc1cccc(C2=NN(C(C)=O)C(c3cccs3)C2)c1 (configuration not stated)	0.0	x	1	-4	-9	-2	0	0
COc1cc(S(=O)(=O)N2CCCCC2)ccc1NC(=O)c1ccncc1	0.0	0.1	-3	1	-2	0	0	-10
CC(C)C(NC(=O)c1cccs1)C(=O)NC1CCCCC1 (configuration not stated)	0.2	0.1	-17	-1	-10	-2	15	x
CCN(c1ccc(NC(=O)COC(=O)/C=C/c2ccco2)cc1)C(C)C	0.5	x	-1	17	-10	-9	-8	-1
COc1ccc(S(=O)(=O)N2CCCCCC2)cc1NC(=O)c1ccccc1F	0.5	x	0	-3	-16	-4	-2	4
CC1(C)CC(=O)C(C=Nc2ccc(C(=O)c3ccccc3)cc2N=CC2=C(O)CC(C)(C)CC2=O)=C(O)C1	0.1	x	-13	x	-53	4	2	x
FC(F)Oc1ccc(NC(=S)NCc2nc3ccccc3[nH]2)cc1	0.3	1.4	-2	x	-5	-2	-1	x
O=C(c1cccc([N+](=O)[O-])c1)N1CCCC(C(=O)N2CCCCCC2)C1 (configuration not stated)	-0.1	-0.1	0	-1	-6	5	-4	-6

Looked up by compound from the list above:
SMILES	XiGFP reactiv	E-sel inducer	S100A4 inh HTS	RAD54 branch	RAD52 inh	ERAP1 HTS inh	ERp5 inh	esBAF inh
COc1cc(S(=O)(=O)N2CCCCC2)ccc1NC(=O)c1ccncc1	0.0	0.1	-3	1	-2	0	0	-10
O=C(c1cccc([N+](=O)[O-])c1)N1CCCC(C(=O)N2CCCCCC2)C1 (configuration not stated)	-0.1	-0.1	0	-1	-6	5	-4	-6
COc1ccc(S(=O)(=O)N2CCCCCC2)cc1NC(=O)c1ccccc1F	0.5	x	0	-3	-16	-4	-2	4
O=C(/C=C1\NC2(CCCC2)Cc2ccccc21)C(=O)N/N=C/c1ccc(O)c(O)c1	0.1	1.6	-4	x	-20	2	10	x
CC1(C)CC(=O)C(C=Nc2ccc(C(=O)c3ccccc3)cc2N=CC2=C(O)CC(C)(C)CC2=O)=C(O)C1	0.1	x	-13	x	-53	4	2	x
CCS(=O)(=O)Nc1cccc(C2=NN(C(C)=O)C(c3cccs3)C2)c1 (configuration not stated)	0.0	x	1	-4	-9	-2	0	0

Profiles from above:
Results for COc1ccccc1NC(=O)CNC(=O)Cn1cnc2sc(C)c(C)c2c1=O → XiGFP reactiv = 0.0; E-sel inducer = x; S100A4 inh HTS = -3; RAD54 branch = -10; RAD52 inh = -17; ERAP1 HTS inh = 0; ERp5 inh = 0; esBAF inh = -9
Results for O=C(/C=C1\NC2(CCCC2)Cc2ccccc21)C(=O)N/N=C/c1ccc(O)c(O)c1 → XiGFP reactiv = 0.1; E-sel inducer = 1.6; S100A4 inh HTS = -4; RAD54 branch = x; RAD52 inh = -20; ERAP1 HTS inh = 2; ERp5 inh = 10; esBAF inh = x

(listing goes on)
SMILES	XiGFP reactiv	E-sel inducer	S100A4 inh HTS	RAD54 branch	RAD52 inh	ERAP1 HTS inh	ERp5 inh	esBAF inh
Cc1ccccc1NC(=S)NC(=O)C1CCCCC1	0.0	0.1	-3	6	-7	-1	-11	x
C[C@@H]1CN([C@H](C)CO)C(=O)Cc2cc(NC(=O)CCN3CCOCC3)ccc2O[C@@H]1CN(C)S(=O)(=O)c1ccc(F)cc1	0.3	-0.2	-8	6	13	-1	0	2
COC(=O)C[C@@H]1C[C@@H]2c3cc(NS(=O)(=O)c4ccc(OC)cc4)ccc3O[C@@H]2[C@@H](CO)O1	0.0	0.0	x	-4	x	x	x	2
COc1ccccc1CCNC(=O)Cn1ccc2cc(S(=O)(=O)N3CCC(C)CC3)ccc21	0.0	x	8	-1	-44	0	-18	2
COc1ccc2nc3cc([N+](=O)[O-])ccc3c(NNc3ccc([N+](=O)[O-])cc3)c2c1	0.1	-0.1	8	x	-15	1	9	17
CC(C)(C)n1nnnc1C(c1ccccc1)N1CCN(c2ncccc2C(F)(F)F)CC1 (configuration not stated)	0.2&-0.1	3.7&-0.8	14&-6	x	-4&-5	17&1	-4&-4	x
CCOC(=O)C1=C(COC(=O)/C=C/c2ccccc2Cl)NC(=O)NC1C (configuration not stated)	0.0	-0.9	-2	-9	-13	-1	-2	x
O=C(c1cccc(N2C(=O)c3ccccc3C2=O)c1)N1CCCC(C(F)(F)F)C1 (configuration not stated)	-0.1	x	-2	7	-4	-6	-14	10
COc1ccccc1C1CC(c2ccc(NS(C)(=O)=O)cc2)=NN1C(=O)c1ccccc1 (configuration not stated)	0.6	x	-5	x	-5	-1	5	x
O=C(OC(C(=O)NCc1ccc(F)cc1)c1ccccc1)c1ccco1 (configuration not stated)	0.1	x	10	-2	-17	1	2	-2
C[C@H]1CN([C@@H](C)CO)C(=O)c2cc(NC(=O)CCC(F)(F)F)ccc2O[C@H]1CN(C)Cc1ccc(C(=O)O)cc1	-0.8	x	-11	-6	-6	0	-2	2
C/C(=N\NC(=O)C1COc2ccccc2O1)c1ccc(Cl)s1 (configuration not stated)	0.4	1.3	44	x	-17	-4	-3	x
Cc1cccc(NC(=S)NNC(=O)c2ccc(O)cc2O)c1C	0.1	x	2	1	-2	4	-5	12
CCN(CC)C(=O)c1cccc(-c2csc(C(O)c3ccco3)n2)c1 (configuration not stated)	-0.1	-4.1	-4	-9	6	0	4	-1
CCNC(=S)NCC	0.4	0.6	0	3	-9	0	-2	-6
COc1cc(-c2cnc3c(NC(C)=O)cc(-c4cccc(C(=O)NCCO)c4)cn23)cc(OC)c1OC	-0.1	-0.3	1	1	-8	7	2	2
O=C(O)c1cc(NS(=O)(=O)c2ccc(NCc3ccccc3)c([N+](=O)[O-])c2)cc(C(=O)O)c1	0.1	0.4	-1	-13	-19	2	-1	-1
O=C(CC1C(=O)NCCN1Cc1ccccc1C(F)(F)F)NC1CCCC1 (configuration not stated)	0.1	x	0	-8	-19	1	-1	5
Cc1cccc(NC(=O)COC(=O)c2ccccc2SCC(=O)N2CCCC2)c1	0.0	0.0	-6	1	-10	-8	4	x
O=C(C[C@H]1C=C[C@H](NS(=O)(=O)c2ccccc2)[C@H](CO)O1)NCc1ccc(Cl)c(Cl)c1	-0.1	0.0	0	0	-5	-4	1	2
COc1ccc(OC)c(-c2nc(CN3CCCCC3c3cccnc3)c(C)o2)c1 (configuration not stated)	0.2	x	10	x	-28	9	-2	x
CCCCCCCCN1C(=O)[C@H](CC(=O)NCc2ccccc2)C[C@@]2(C(=O)OCC)CCC=C12	0.1	-0.4	0	x	-24	-2	4	x
COc1ccc(NC(=O)c2sc3nc(-c4cccnc4)ccc3c2N)cc1	4.3	-0.2	-11	-7	i	x	8	x
CN(C)c1ccc(-c2csc(C(O)c3cccc(Cl)c3)n2)cc1 (configuration not stated)	0.0	x	1	4	-2	1	-1	21
O=C(c1cc(Cl)nc2ccccc12)N1CCN(S(=O)(=O)c2cccc(C(F)(F)F)c2)CC1	0.2	x	-5	-2	-8	3	0	x
O=[N+]([O-])c1cnc(Sc2ccncn2)c([N+](=O)[O-])c1	-0.2	x	-3	-5	-17	8	-8	-5
O=c1cc(Cc2ccccc2)[nH]c(=S)[nH]1	0.0	x	-7	-20	-6	-2	6	x
Cc1ccc(NS(=O)(=O)c2cc(C(=O)Nc3cccc(N(C)S(C)(=O)=O)c3)ccc2C)c(C)c1	0.1	x	-2	-9	-14	3	4	x
CC(=O)n1nc(-c2cccnc2)nc1NCc1cccs1	0.1	-2.2	11	x	13	0	3	x
COc1ccc(C(=O)NC2=NCCS2)cc1	0.1	x	-4	x	-9	1	12	18
CCN1C(=O)N/C(=C/c2cc(C)n(Cc3ccccc3)c2C)C1=O	0.0	2.6	-1	x	-27	24	-2	x
CC(=O)n1cc([C@@H]2C=C(C(=O)N3CCCCCCC3)O[C@H](OCc3ccc(CO)cc3)C2)c2ccccc21	x	x	-6	-10	-49	-1	3	x
COc1ccc(-c2ccc3n(c2=O)C[C@H]2[C@H](CO)[C@@H](C(=O)NCC4CC4)N(C(=O)NC(C)C)[C@@H]32)cc1	0.2	0.2	4	9	-2	4	-2	0
COc1ccccc1NC(=O)COC(=O)c1ccccc1SCC(=O)N1CCCC1	0.0	-0.5	-7	4	-21	-1	4	0
OCCCCNCc1cc(Br)ccc1OCc1ccccc1	0.0	x	0	x	17	1	8	x
COc1ccc(NC(=O)N[C@@H]2CC[C@@H](CCn3cc(-c4ccccn4)nn3)O[C@@H]2CO)cc1	-0.4	-0.3	3	1	-2	-2	-4	3
COC(=O)C1=C(C)N(Cc2ccccc2C(F)(F)F)C(=NCc2ccc(OC)cc2)NC1c1cccc(C(F)(F)F)c1 (configuration not stated)	0.3	-0.5	5	x	25	2	6	x
Cc1csc(CN(C)C(=O)C2CCC(=O)N(CCCc3ccccc3)C2)n1 (configuration not stated)	0.2	x	-2	3	-10	-1	-2	-2
Cc1ccc(NC(=O)/C=C/C(=O)O)c(NC(=O)c2ccccc2)c1	0.1	x	1	-4	-30	0	6	1
COC(=O)c1c(NC(=O)CSc2nnc(Cn3nnc4ccccc43)n2C)sc(C)c1C	x	x	0	-16	-11	1	1	-9
CCOc1ccc2oc(C(=O)NC3CC(C)(C)NC(C)(C)C3)c(C)c2c1	0.1	x	-2	1	-9	3	2	-5
COc1cccc(CN(C)C(=O)[C@H]2O[C@@H](n3cnc4c(=O)[nH]c(N)nc43)[C@H](O)[C@@H]2O)c1	0.3	0.4	-4	x	-16	-1	0	x
CC(=O)N(C)C[C@H]1Oc2ncc(C#Cc3ccncc3)cc2C(=O)N([C@H](C)CO)C[C@H]1C	0.1	-0.1	8	6	-9	3	1	1
CC(O)CSc1nc2c(c(=O)[nH]c(=O)n2C)n1CC(O)COc1ccccc1 (configuration not stated)	0.0	2.6	-24	x	-14	3	-1	x
Cc1cccc(CN(C)C[C@H]2OCc3cnnn3CCCC(=O)N([C@@H](C)CO)C[C@@H]2C)c1	0.3&1.5	0.1&-0.1	2&31	-7	2&-1	-9&-1	-1&-3	-2&-2
Cc1cc2c(cc1C)C(c1ccsc1)CC(=O)N2 (configuration not stated)	-0.8	3.8	-5	x	-14	3	-5	x
CC(C)(C)NC(=O)NC(=O)COC(=O)C1CCN(S(=O)(=O)c2cccs2)CC1	-0.1	x	1	5	-9	1	-3	-2
Cc1nc(N)sc1C(=O)NN	-0.1	0.8	0	-3	-5	7	-1	x
O=C(CNC(=O)c1nc[nH]c1C(=O)N1CCc2ccccc2C1)OCc1ccccc1	0.0	0.3	2	8	5	x	-1	-1
Cc1ccc(C2=NO[C@@](CC(=O)O)(C(=O)Nc3ccc4c(c3)OCCO4)C2)cc1	0.0	12	-18	9	-17	-1	1	58
Cc1ccc(CNC(=O)C2CCC(=O)N2C(C)C)cc1 (configuration not stated)	0.1	x	5	-11	-8	1	1	-1
